High-throughput results: PubChem, several laboratories
SRC2 TRFRET art: TR-FRET signal artefacts, primary screen, artefact control for PPARgamma SRC-2 agonist project, biochemical. 200,000 tested, 0.4% active. TR-FRET artefact counter-screen; active compounds read high. TR-FRET ratio at 8 µM. AID 1049, 2008; in the data active = TR-FRET ratio above about 2000; also: inactives centre near 1500
TNAP act hi DEA: TNAP activators at high phosphate acceptor level, primary screen, biochemical, luminescence, uHTS | purified TNAP, CDP-star luminescence, 1 M DEA, 30 min; active compounds read high; 0 = EDTA background, 1 = DMSO-only activity | Alkaline phosphatase, tissue-nonspecific isozyme (Homo sapiens), P05186 | 200,000 tested, under 10 active | activation factor at 20 µM;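 active = activation factor at least 2 at 20 µM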
Target sequence (P05186 whole entry, looked up): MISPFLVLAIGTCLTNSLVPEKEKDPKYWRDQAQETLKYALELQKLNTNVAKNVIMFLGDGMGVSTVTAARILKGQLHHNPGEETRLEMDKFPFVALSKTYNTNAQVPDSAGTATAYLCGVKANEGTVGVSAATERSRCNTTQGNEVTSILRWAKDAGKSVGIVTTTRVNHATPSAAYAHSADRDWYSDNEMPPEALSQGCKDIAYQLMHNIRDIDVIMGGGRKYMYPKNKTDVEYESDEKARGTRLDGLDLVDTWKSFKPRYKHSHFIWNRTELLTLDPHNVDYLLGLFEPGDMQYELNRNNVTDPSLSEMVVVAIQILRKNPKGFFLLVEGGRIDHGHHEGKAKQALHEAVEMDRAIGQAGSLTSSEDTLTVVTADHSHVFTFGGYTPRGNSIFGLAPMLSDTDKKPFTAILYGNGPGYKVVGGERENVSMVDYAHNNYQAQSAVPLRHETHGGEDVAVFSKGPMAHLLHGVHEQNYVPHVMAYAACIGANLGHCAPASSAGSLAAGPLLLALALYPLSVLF
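Measured by: Luminescent substrate turnover signal | Test system: Human TNAP | Input: TNAP 1/800 final | Dosing: 20 µM single point | Schedule: 30 min, room temperature | Controls: EDTA wells as negative control, DMSO wells as positive control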
bIAP activator: bovine intestinal alkaline phosphatase activators, primary screen, biochemical, bovine IAP, CDP-star luminescence; 200,000 tested, 0.17% active; activation factor at 20 µM; AID 1016, 2008; purified bovine IAP, 30 min; active compounds read high; fold of DMSO-control signal, blank-subtracted; alkaline phosphatase, intestinal [Bos taurus];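 active = activation factor of 2 or more at 20 µM, a signal rise over negative controls twice the positive control's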
TNAP inh no acc: human TNAP enzyme inhibitors, primary screen, biochemical, luminescent, no phosphate acceptor, uHTS; purified TNAP, CDP-star luminescence, 30 min; inhibition, % at 20 µM; 200,000 tested, 0.26% active; AID 1012, 2008;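 active = tissue-nonspecific alkaline phosphatase inhibition above about 50% at 20 µM in the single-dose screen, limit read from the data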;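 also: 0% = DMSO negative control and 100% = EDTA positive control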
TNAP inh hiacc: human TNAP enzyme inhibitors, primary screen, biochemical, luminescent, high phosphate acceptor level, uHTS | AID 1135, 2008 | Alkaline phosphatase, tissue-nonspecific isozyme (Homo sapiens), P05186 | purified TNAP, CDP-star luminescence, 1 M DEA | inhibition, % at 20 µM | 200,000 tested, 0.03% active;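 active = over 50% inhibition of tissue-nonspecific alkaline phosphatase at 20 µM in the single-dose screen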;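 also: plate controls were DMSO wells for no effect and EDTA-quenched wells as full inhibition for full effect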
PPARg SRC2 recr: agonists of PPARg-SRC-2 recruitment, primary screen, biochemical, HTS; Peroxisome proliferator-activated receptor gamma (Homo sapiens), P37231; PPARgamma LBD-SRC-2 recruitment; activation, % at 8 µM; 200,000 tested, 0.34% active; AID 1032, 2008; in the data active = activation above about 22%;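 also: 0% = vehicle and 100% = reference agonist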
Target sequence (P37231 whole entry, looked up, the tested form may be a part): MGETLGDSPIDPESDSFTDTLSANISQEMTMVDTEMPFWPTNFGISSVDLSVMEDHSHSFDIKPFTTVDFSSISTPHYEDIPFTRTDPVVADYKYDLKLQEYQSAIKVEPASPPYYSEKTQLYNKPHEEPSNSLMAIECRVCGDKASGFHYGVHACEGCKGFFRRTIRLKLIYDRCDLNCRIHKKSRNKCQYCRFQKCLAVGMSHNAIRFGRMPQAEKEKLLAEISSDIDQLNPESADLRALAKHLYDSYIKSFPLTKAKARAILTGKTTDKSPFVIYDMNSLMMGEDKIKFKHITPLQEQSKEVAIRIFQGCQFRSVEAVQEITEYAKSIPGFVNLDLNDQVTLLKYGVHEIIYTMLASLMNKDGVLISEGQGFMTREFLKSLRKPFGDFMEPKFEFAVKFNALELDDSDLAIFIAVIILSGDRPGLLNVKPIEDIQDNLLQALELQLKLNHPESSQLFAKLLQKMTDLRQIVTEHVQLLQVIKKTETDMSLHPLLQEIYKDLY
bIAP inhibitor: bovine intestinal alkaline phosphatase inhibitors, primary screen, selectivity assay for TNAP inhibitor project, biochemical, bovine IAP, CDP-star luminescence. purified bovine IAP, 30 min. alkaline phosphatase, intestinal [Bos taurus]. 190,000 tested, under 10 active. inhibition, % at 20 µM. AID 1019, 2008;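 active = over 50% inhibition of intestinal alkaline phosphatase at 20 µM in the single-dose screen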
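Incubation: 30 min reaction at room temperature / Material: purified bovine intestinal alkaline phosphatase (IAP) enzyme / Input: enzyme at 1/65,000,000 dilution / Dosing: 20 µM single dose / Signal: CDP-star luminescence signal / Reagent: CDP-star chemiluminescent phosphatase substrate, 30 µM final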
PPARg SRC3 recr: PPARgamma agonists recruiting SRC-3 coactivator, primary screen, biochemical; biochemical PPARgamma/SRC-3 coactivator recruitment assay; 200,000 tested, 0.26% active; activation, % at 8 µM; in the data active = activation above about 23%;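 also: 0% = DMSO and 100% = reference agonist; some compounds past the cut are filed as inactive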
Efa HMGR inh: inhibitors of E. faecalis class II HMGR, primary screen, biochemical, Enterococcus faecalis. HMG-CoA reductase (Enterococcus faecalis, mvaE). purified E. faecalis HMGR, NADPH absorbance 340 nm kinetic. inhibition, % at 10 µM. 190,000 tested, 0.41% active;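 active = inhibition above a set limit, the median over all tested compounds plus 3 SD, cut at about 9.5% in these data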;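 also: enzyme runs in reverse so mevalonate oxidation gives rising NADPH absorbance; 0% = complete reaction with DMSO and 100% = background rate lacking mevalonate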
PPARg SRC1 recr: PPARgamma agonists recruiting SRC-1 coactivator, primary screen, biochemical; activation, % at 8 µM; 200,000 tested, 0.41% active; Peroxisome proliferator-activated receptor gamma (Homo sapiens), P37231; PPARgamma-SRC-1 coactivator recruitment biochemical assay; in the data active = activation above about 19%;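 also: 0% = DMSO and 100% = reference agonist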
* marks the source's active call; other numbers are inactive results; / = not tested or not shown.

molecule	SRC2 TRFRET art	TNAP act hi DEA	bIAP activator	TNAP inh no acc	TNAP inh hiacc	PPARg SRC2 recr	bIAP inhibitor	PPARg SRC3 recr	Efa HMGR inh	PPARg SRC1 recr
Clc1ccc(Cl)c(Oc2ccc(Oc3nc(Cl)ccc3Cl)cc2)n1	1413	1	0.6	-13	-2	8	40	0	2	3
COc1ccc(C(=O)/C=C\N2CCOCC2)cc1	1760	1	1	-8	-4	1	0	2	-7	3
COc1ccccc1NS(=O)(=O)c1ccccc1C#N	1555	1	0.9	-12	-2	1	10	-3	0	1
Cc1cccc(NC(=O)C2CCCN(S(=O)(=O)c3cccc4nsnc34)C2)n1 (stereo not drawn)	1535	1	0.9	-9	-4	2	8	5	-1	6
CCOC(=O)C1CCCN(C(=O)CSc2ccccc2)C1 (stereo not drawn)	1595	1	1.1	-7	3	2	-6	0	1	1
O=C(CSc1ccccc1C(=O)O)Nc1cccc(C(=O)O)c1	1579	1.1	0.9	-4	-7	-2	11	-1	-2	1
COc1ccc(CNC(=O)CSc2ccsc2[N+](=O)[O-])cc1	1491	1.1	1	-16	-8	2	2	0	-4	8
Cc1cc(N2CCN(C)CC2)nc2ccc(NC(=S)NCCCN3CCc4ccccc4C3)cc12	1443	1	1.1	-4	-3	5	-13	6	-1	3
Cc1ccc(Cl)cc1Nc1nc(-c2sc(NC(=O)c3ccco3)nc2C)cs1	1417	1	1	-5	-4	2	3	14	1	3
COCC(C)NC(=O)COc1ccc(Cl)cc1Cl (stereo not drawn)	1432	1	1.2	-7	-1	-1	-19	-6	-3	-7
Cc1cc(=O)n(C)c(=O)n1CCCCCCOc1ccc([N+](=O)[O-])cc1	1568	1	1.1	-1	2	-7	-12	4	-3	-2
Cc1nn(Cc2c(Cl)cccc2Cl)c(Cl)c1/C=N/NC(=O)c1cccnc1	1704	1	0.9	-51	-1	4	9	2	-4	-6
O=S(=O)(N1CCOCC1)N1CCCN(S(=O)(=O)N2CCOCC2)CC1	1373	1	0.9	-11	-3	4	7	2	-3	4
CCn1cc(C(=O)O)c(=O)c2cc(F)c(N/N=C/c3ccccc3)cc21	1526	1	0.9	-13	-4	-3	6	-5	5	2
COc1ccccc1C(=O)N(Cc1ccco1)C1CCS(=O)(=O)C1 (stereo not drawn)	1596	1	1	-9	0	0	5	6	-1	12
Oc1ccc(-c2cnns2)c(O)c1	1370	0.9	0.9	6	10	6	10	0	-1	-8
Cn1cnc(S(=O)(=O)Nc2ccc(OC(F)(F)F)cc2)c1	1568	1.1	1	-17	-5	2	-2	3	-4	-2
c1ccc(-n2nnnc2SCc2cn3ccccc3n2)cc1	1620	1	0.9	-7	-3	4	14	6	-9	0
O=C(NCCc1nc2ccccc2[nH]1)c1ccc(F)cc1	1478	1.1	0.9	-10	-5	1	11	-3	-5	4
COc1cc(/C=N/NC(=O)c2ccc(C)nc2)cc([N+](=O)[O-])c1O	1682	0.9	1	10	10	5	5	5	-3	8

molecule	SRC2 TRFRET art	TNAP act hi DEA	bIAP activator	TNAP inh no acc	TNAP inh hiacc	PPARg SRC2 recr	bIAP inhibitor	PPARg SRC3 recr	Efa HMGR inh	PPARg SRC1 recr
Cc1ccc(CN2CCNC(=O)C2CC(=O)N(Cc2c(C)nn(C)c2C)C2CC2)o1 (stereo not drawn)	1417	1	1	-7	-3	0	-2	4	1	8
COc1cccc(/C=N/N=C(\N)c2nonc2N)c1O	1572	1	1.1	-7	3	2	-9	4	-3	-1
CCc1c(C)nc2cc(-c3ccc(OC)c(OC)c3)nn2c1N1CCC(C)CC1	1520	1.1	1	-3	-5	3	-5	-2	0	-2
Cc1cc(C)n(-c2nc3c(c(=O)[nH]c(=O)n3C)n2C)n1	1687	1.1	0.9	-17	-7	5	5	7	-6	5
CC(C)C(=O)Nc1ccc(NC(=O)c2ccccn2)cn1	1638	1	1	-8	-3	-8	-2	5	-3	6
O=C(O)CC1(O)C(=O)N(Cc2ccccc2)c2ccccc21 (stereo not drawn)	1387	1	1	-5	-1	-2	1	2	-1	-5
COc1ccc(CNC2CCCCC2C)c(OC)c1 (stereo not drawn)	1623	1.1	1	-6	-5	12	-2	-4	-4	4
CCOc1ccc(C(C)C)cc1S(=O)(=O)Nc1ccc(Cl)cn1	1467	1	0.9	7	-1	2	9	2	-5	-6
Cc1cccc(NC2=C(Cl)C(=O)OC2OC(=O)c2ccco2)c1 (stereo not drawn)	1627	1	1	3	1	-5	4	9	0	2
COc1ccc(C(Nc2ccccn2)c2oc(CO)cc(=O)c2O)cc1 (stereo not drawn)	1621	1	1.1	-8	-4	4	-9	1	1	-1
COc1ccccc1C(=O)Nc1ccc(-c2nnn(CC(=O)N3CCOCC3)n2)cc1	1564	1	1	0	3	2	-4	4	-1	0
COC(=O)C1=C(C)N(C2CCCC2)C(=O)C1(NC(C)=O)C(F)(F)F (stereo not drawn)	1372	1	0.9	-8	0	-6	12	6	0	-3
c1ccc(CCNC2=NCCCS2)cc1	1503	1	0.9	-9	-4	4	7	-3	-2	-1
Cc1cc(C)c(C)c(S(=O)(=O)Nc2ccccc2C(=O)NCCCN2CCOCC2)c1C	1473	1	0.9	0	-1	-16	5	-6	-10	-4
CC(=O)NCCc1ccc(S(=O)(=O)N(C)C2CCS(=O)(=O)C2)cc1 (stereo not drawn)	1558	1	1	-7	2	7	4	-7	0	2
CCOC(=O)c1c(NC(=O)CSc2nnc(CNc3ccc(F)cc3)o2)sc(C(C)=O)c1C	1619	1	1	-4	-4	13	4	34*	-5	10
CCc1ccc(C2CC(=O)N3CN(c4ccccc4)CSC3=C2C#N)cc1 (stereo not drawn)	1752	1	0.8	9	2	9	20	16	-6	5
CC1(NC(=O)COc2ccccc2-c2ccccc2)CCS(=O)(=O)C1 (stereo not drawn)	1597	1	0.9	-12	3	6	7	1	6	0
CCCc1cc(C(=O)Nc2cc(C)on2)no1	1617	1.1	1	-19	-6	5	0	0	-5	10
N#Cc1c(N2CCN(C(=O)c3ccccc3Cl)CC2)nc(-c2ccccc2)c2c1CCCC2	1865	1.1	1	-12	-9	2	-1	6	-3	3

Of the compounds above, three have a cyano group:
molecule	SRC2 TRFRET art	TNAP act hi DEA	bIAP activator	TNAP inh no acc	TNAP inh hiacc	PPARg SRC2 recr	bIAP inhibitor	PPARg SRC3 recr	Efa HMGR inh	PPARg SRC1 recr
COc1ccccc1NS(=O)(=O)c1ccccc1C#N	1555	1	0.9	-12	-2	1	10	-3	0	1
CCc1ccc(C2CC(=O)N3CN(c4ccccc4)CSC3=C2C#N)cc1 (stereo not drawn)	1752	1	0.8	9	2	9	20	16	-6	5
N#Cc1c(N2CCN(C(=O)c3ccccc3Cl)CC2)nc(-c2ccccc2)c2c1CCCC2	1865	1.1	1	-12	-9	2	-1	6	-3	3

Following part.
molecule	SRC2 TRFRET art	TNAP act hi DEA	bIAP activator	TNAP inh no acc	TNAP inh hiacc	PPARg SRC2 recr	bIAP inhibitor	PPARg SRC3 recr	Efa HMGR inh	PPARg SRC1 recr
COC(=O)c1ccc(-n2nnnc2SCC(=O)Nc2ccccc2C(=O)OC)cc1	1533	1	0.8	5	-4	8	15	5	-4	0
CC(=O)OC1OCCOC1NC(=S)NCc1ccco1 (stereo not drawn)	1501	1	1.1	-8	-3	2	-7	3	-1	2
CC(=O)Nc1ccc(OCCC[n+]2cccc(C(=O)[O-])c2)cc1	1636	1.1	1	-6	-8	-3	0	1	-1	8
CC(=O)N1CCN(c2cccc(C)c2C)CC1	1653	1	0.9	-13	-4	3	9	-5	0	5
O=C(O)Cc1sc(-c2ccc(Cl)cc2)nc1-c1ccccc1	1874	1	1	-10	-4	8	1	10	0	16
N#CCCN(Cc1ccccc1)C(=S)Nc1ccccc1	1558	1	1.1	-4	-4	-6	-8	0	-2	0
O=C(O)C12CC3CC(C1)CC(n1ncc(N4CCN(c5ccccc5)CC4)c(Cl)c1=O)(C3)C2	1732	0.9	1	-13	6	13	0	2	-6	13
CCOC(=O)c1ccc(NC(=O)CSC2=NC(=O)C(CC)C(=O)N2)cc1 (stereo not drawn)	1385	1	1.3	-6	-3	-2	-34	-4	-3	-10
CC1CC(C)(C)NC(=S)N1CCC(=O)N1c2ccccc2CC1C (stereo not drawn)	1450	1	0.8	0	-3	-13	22	-1	-2	4
CC1(C)CC(=O)C=C(C(=O)N2CCCC(CCC(=O)NCc3ccccc3F)C2)O1 (stereo not drawn)	1464	1	1	-8	-3	0	0	-4	2	-9
Cc1ccc(S(=O)(=O)NC2=NCCC2)cc1	1535	1.1	1	-11	-6	0	-3	4	-3	-1
O=C(O)CCCN1C(=O)/C(=C\c2ccco2)SC1=S	1228	1	0.9	7	2	3	6	2	12*	0
CC(=O)c1ccc(OC(C)C)c(Cc2c(O)nc(N)[nH]c2=O)c1	1494	1	1	-38	2	-5	0	0	6	1
Cc1cc(O)c(/C=N/Nc2ccccc2)c(=O)o1	1662	1	1	-2	2	16	0	0	5	6
CCOc1cc(S(=O)(=O)NCc2ccccc2)c(OCC)cc1-n1cnnn1	1528	/	/	/	/	0	/	23	/	-3
N#CC1=C2SCN(c3ccc(F)cc3)CN2C(=O)CC1c1cccc(F)c1 (stereo not drawn)	1765	1.1	0.9	-15	-7	7	11	11	-7	11
CC(C)C(C(=O)C=[N+]=[N-])N1C(=O)c2ccccc2C1=O (stereo not drawn)	1298	1	0.9	-8	-2	0	5	-4	1	-3
O=C(Nc1nc2ccc(F)cc2s1)c1ccccn1	1396	1	1.2	-122	0	0	-23	6	-3	-3
Cc1ccccc1NC(=O)c1cc(S(=O)(=O)N2CCCCC2)cs1	1526	1	1	-11	-4	1	1	11	-2	1
CCSc1nnc(NC(=O)CN(C)S(=O)(=O)c2ccc(F)cc2)s1	1717	1	1	-8	-1	8	-4	7	-1	11

molecule	SRC2 TRFRET art	TNAP act hi DEA	bIAP activator	TNAP inh no acc	TNAP inh hiacc	PPARg SRC2 recr	bIAP inhibitor	PPARg SRC3 recr	Efa HMGR inh	PPARg SRC1 recr
CCc1nn(C(C)C(=O)Nc2cccc(C)c2C)c(=O)c2cc3occc3n12 (stereo not drawn)	1598	1	1	-10	-3	-2	2	-1	0	2
CCOC(=O)c1sc(NC(=O)c2cccs2)cc1C	1419	1	0.9	-3	4	10	8	-1	-2	1
COc1ccc(C2NC(C(=O)O)Cc3c2[nH]c2ccccc32)cc1OC (stereo not drawn)	1496	1	1.1	-7	-2	6	-8	3	3	5
COc1cccc(Cn2cnc3c(N)c(C)c(C)cc32)c1	1543	1	1	-15	-3	4	-1	0	-6	11
CC(/C=C/c1ccc2c(c1)OCO2)=N/NC(=O)COc1ccc(C)cc1	1647	1	0.8	-6	-4	0	22	-1	-3	-7
